RAD52 inh: RAD52 DNA annealing inhibitors, primary screen, biochemical, FRET, single point, set 2 | 0.46% of 360,000 active | inhibition, % at 18.7 µM | DNA repair protein RAD52 homolog (Homo sapiens), P43351 | recombinant RAD52 DNA annealing, FRET fluorescence;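 active means every replicate showing at least 50% inhibition; inconclusive means mean inhibition at least 50% but not in every replicate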
E-sel inducer: E-selectin induction in HUVECs, primary screen, imaging, HUVEC, immunofluorescence imaging, single point; P16581; normalized: neutral wells 0, TNF-alpha wells 100; activation, % at 7.58 µM; 0.37% of 260,000 active; AID 686992, 2013;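 active means mean E-selectin-positive cell signal at least 10% of the positive control, reached in at least 60% of replicates, without over 20% cell loss; inconclusive means no rule given, readout overlaps actives, possibly toxicity-flagged; inactive means the rest, including those meeting only one limit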;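 further: in these data hits start at about 27%; measured in HUVEC primary endothelial cells; signal is the percent of cells scored E-selectin positive by PE staining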
Target sequence (P16581 whole entry, looked up): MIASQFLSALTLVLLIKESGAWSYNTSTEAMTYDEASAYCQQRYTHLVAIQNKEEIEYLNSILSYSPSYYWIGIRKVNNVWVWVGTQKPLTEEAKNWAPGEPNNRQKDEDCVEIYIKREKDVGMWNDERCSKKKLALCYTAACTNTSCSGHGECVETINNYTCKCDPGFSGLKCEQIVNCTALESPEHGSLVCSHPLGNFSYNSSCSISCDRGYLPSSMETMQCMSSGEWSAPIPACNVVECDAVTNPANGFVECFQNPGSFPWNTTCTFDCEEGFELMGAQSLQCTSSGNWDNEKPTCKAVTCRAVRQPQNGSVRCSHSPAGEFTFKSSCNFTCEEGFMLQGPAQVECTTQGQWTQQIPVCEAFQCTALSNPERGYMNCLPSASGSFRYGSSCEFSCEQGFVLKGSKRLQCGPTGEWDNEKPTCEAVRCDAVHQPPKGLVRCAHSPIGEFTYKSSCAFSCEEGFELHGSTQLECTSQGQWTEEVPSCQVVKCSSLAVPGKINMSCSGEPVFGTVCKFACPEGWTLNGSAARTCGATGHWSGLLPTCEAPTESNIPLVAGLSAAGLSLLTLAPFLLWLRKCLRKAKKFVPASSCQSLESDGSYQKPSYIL
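assay system = HUVEC, human umbilical vein endothelial cells | input = 3,000 HUVEC seeded per well | medium = EGM-2 growth medium on 0.1% gelatin-coated wells | dosing = one compound dose added by pin transfer | signal = immunofluorescence imaging | read-out basis = % PE-positive cells | control set = TNF-alpha, DMSO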
ERp5 inh: inhibitors of ERp5-driven insulin aggregation, primary screen, biochemical, turbidity, absorbance 650 nm, single point; inhibition, % at 9.99 µM; 0.05% of 350,000 active; 90 min;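 active means mean replicate inhibition above about 25%, with every replicate also reaching it, limit read from the data, passing the limit was not always enough; inconclusive means only one of those two criteria met; inactive means neither criterion met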
Target sequence (Q15084 whole entry, looked up): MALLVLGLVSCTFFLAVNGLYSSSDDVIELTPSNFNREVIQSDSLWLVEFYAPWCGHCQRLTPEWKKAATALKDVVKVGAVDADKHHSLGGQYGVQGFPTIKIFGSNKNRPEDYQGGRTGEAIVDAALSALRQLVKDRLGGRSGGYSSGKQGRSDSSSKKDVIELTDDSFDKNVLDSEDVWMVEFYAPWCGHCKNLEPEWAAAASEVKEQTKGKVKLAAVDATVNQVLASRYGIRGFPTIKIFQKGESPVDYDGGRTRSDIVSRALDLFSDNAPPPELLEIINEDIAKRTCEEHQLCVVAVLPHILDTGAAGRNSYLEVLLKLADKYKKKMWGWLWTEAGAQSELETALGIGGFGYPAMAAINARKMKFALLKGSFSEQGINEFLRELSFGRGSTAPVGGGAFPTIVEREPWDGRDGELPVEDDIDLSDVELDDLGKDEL
ERAP1 HTS inh: human ERAP1 aminopeptidase inhibitors, primary screen, biochemical, single point, plate reader | recombinant ERAP1, Leu-AMC fluorescence, 60 min | inhibition, % at 10.7 µM | 0.15% of 340,000 active;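 active means mean replicate inhibition of at least 30%, or all replicates individually reaching that 30% level; inactive means mean below 30% and not every replicate reaching it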;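 further: 0% = neutral control wells and 100% = L-leucinethiol positive control wells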
XiGFP reactiv: activators of inactive X chromosome reactivation, primary screen, imaging, XiGFP fibroblasts, GFP high-content imaging, set 2; XiGFP mouse fibroblasts, % GFP-positive cells imaging, 3 d; cells co-treated with 5-aza-dC sensitizer; scaled so ellipticine positive control = 100%; activation, % at 7.58 µM; 0.055% of 360,000 active; AID 743238, 2013;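 active means mean normalized replicate activation at least 10% and every replicate at or above 10%; inconclusive means only one of the two criteria met; inactive means mean below 10% and not all replicates reach 10%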;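 further: 0% = median of on-plate neutral control wells and 100% = ellipticine 6 µM median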
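System: SV40-immortalized XiGFP fibroblast cells, line 68-5-11 / Incubation: 3-day compound exposure, then 15 min fixation at room temperature / Compound: single concentration per compound, delivered by pin transfer / Buffer or medium: DMEM plus 5-aza-dC sensitizer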
esBAF inh: Bmi1 luciferase reporter increase in mESCs, primary screen, esBAF inhibitor project, mouse ES cells, Bmi1 luciferase knock-in, single point; 24 h; 100% = twice the neutral-well signal; 2% of 350,000 active; reporter increase, % at 12.5 µM; in the data active means activation above about 40%; inconclusive means no clear call, values can overlap the other calls;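 further: 0% = median of the plate's neutral control wells and 100% = double that signal; a rise in the Bmi1 reporter signal indicates esBAF inhibition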
RAD54 branch: inhibitors of human RAD54 branch migration, primary screen, biochemical, fluorescence, single point | RAD54 Holliday junction branch migration, FAM/BHQ fluorescence | inhibition, % at 10.4 µM | 0.14% of 360,000 active | AID 602329, 2012;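 active means mean normalized replicate activity at least 40 and at least half of replicates scoring 40 or more; inconclusive means only one of the two criteria met; inactive means mean below 40 and under half of replicates reaching 40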;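 further: 0% = median of neutral control wells and 100% = median of positive control wells; inhibitors cause a drop in the FAM fluorescence signal; in these data hits start at about 50%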
S100A4 MyoIIA: inhibitors of S100A4-myosin IIA peptide binding, primary screen, biochemical, fluorescence polarization, TAMRA-MyoIIA peptide; Protein S100-A4 (Homo sapiens), P26447; inhibition, % at 10.7 µM; 0.14% of 360,000 active; AID 652163, 2013;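 active means mean inhibition of at least 70% across replicates, with every replicate also reaching that level; inconclusive means mean inhibition reaches 70% but some replicates fall short; inactive means mean inhibition below 70%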
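Assay system: human S100A4 monomer with TAMRA-labelled myosin IIA peptide / Buffer or medium: Calcium-containing HEPES buffer, pH 7.2 / Reagent: TAMRA-labelled myosin IIA heavy-chain peptide probe, 5 nM / Compound: one dose per compound / Timing: polarization read 5 min after assay mix addition, stable 5–60 min / Benchmarks: neutral control DMSO, positive control TFP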
An asterisk follows results filed as active; ? = inconclusive; nt = no result given; & = joins results of further samples.

SMILES,RAD52 inh,E-sel inducer,ERp5 inh,ERAP1 HTS inh,XiGFP reactiv,esBAF inh,RAD54 branch,S100A4 MyoIIA
CC(C)c1onc(C(=O)N2CCC(C(N)=O)CC2)c1[N+](=O)[O-],-9,0.1,-3,-3,-0.2,nt,1,4
CCC[C@@H](O)c1cc2cc(OC)c(OC)cc2c(=O)o1,-5,-0.1,5,4,0.0,6,-4,10
CC(Cc1ccco1)NC(=O)c1ccc(C(F)(F)F)cc1 (configuration not stated),-7,0.6,-8,6,0.0,16,0,-4
Cc1nc2c(OCCOc3ccccc3)cccn2c1N(C)C(=O)CCC1CCCC1,-12,-0.3,-3,-3,0.0,4,1,0
O=C(C[C@H]1CC[C@@H]2[C@H](COC[C@H](O)CN2C(=O)Nc2ccccc2)O1)NCCCN1CCOCC1,3,0.1,2,0,-0.1,2,0,10
COC(=O)[C@@]1(Cc2ccc(OC)cc2)[C@H]2c3cc(C(=O)N4CCCC4)n(Cc4ccc(OC(F)(F)F)cc4)c3C[C@H]2CN1C(=O)c1ccccc1,-23,2.0,?,nt,0.0,nt,nt,13
C[C@@H]1CCCCO[C@H](CN(C)Cc2ccncc2)[C@@H](C)CN([C@H](C)CO)C(=O)c2cc(NC(=O)Cc3ccccc3)ccc2O1,6,-0.1,3,2,0.2,-2,1,8
Cc1ccc(N2CC(C(=O)OCc3nnc(-c4ccccc4)o3)CC2=O)cc1 (configuration not stated),-11,nt,-3,2,0.0,11,3,-1
CCCCNC(=O)c1ccc(CS(=O)(=O)c2ccc(OC)cc2)o1,-8,0.0,-4,nt,0.2,-2,-25,0
CS(=O)(=O)Nc1cccc(C2=NN(S(=O)(=O)c3ccccc3)C(c3cccs3)C2)c1 (configuration not stated),-21,nt,3,-2,nt,-7,0,-1
O=C(O)c1ccc(/C=C2\SC(=S)N(NC(=O)c3ccccc3)C2=O)cc1,-52,-0.1,5,5,-0.1,3,-27,-4
CCOC(=O)/C(C#N)=C/Nc1cc(F)ccc1C,-4,0.1,-1,nt,0.0,1,-1,-1
CC1CCCCN1S(=O)(=O)c1ccccc1[N+](=O)[O-] (configuration not stated),-6,6.0,-5,-2,0.1,-9,1,7
O=C(c1cnccn1)N1CC[C@@H]2[C@@H](CO)Nc3ccc(-c4ccccc4F)cc3[C@@H]21,4,0.0,1,0,0.3,4,-9,-5
COc1ccc(NC(=O)Nc2ccc(OC)c(OC)c2)c([N+](=O)[O-])c1,4,nt,-5,5,0.1,nt,-5,-3
O=C(O)CCn1cc(/C=C2\SC(=S)NC2=O)c(-c2ccccc2)n1,-122,nt,-4,13,0.1,nt,-27,-6
CC(=O)Nc1ccc(C(=O)NC(C)c2ccc(-n3ccnc3)cc2)cc1 (configuration not stated),-18,0.0,6,2,-0.1,nt,18,0
N#C[C@H]1[C@@H](c2ccc(-c3ccccc3F)cc2)[C@@H](CO)N1C(=O)C1CCC1,-24,0.5,5,1,0.0,-6,-33,-8
COC(=O)C1=CN(c2ccc(N3CCOCC3)cc2)C(N)=C(C#N)C1c1ccccc1 (configuration not stated),-1,-0.1,0,-7,-0.1,nt,nt,-1
COc1ccc2cc(CCNC(=O)c3ccc(Br)o3)c(=O)[nH]c2c1,2,0.3,-1,1,0.2,-6,-7,7
Cc1cc(NC(=O)c2cccc(S(=O)(=O)N3CCOCC3)c2)c2ccccc2n1,9,nt,5,1,nt,-1,-12,-1
C=CCOc1ccc(C(=O)CC)cc1OC,-16,nt,-5,-2,0.2,6,-7,2
C[C@H](CO)N1C[C@H](C)[C@@H](CN(C)S(=O)(=O)c2ccc3ccccc3c2)OCc2cn(nn2)CCCC1=O,-10&6,0.0&0.7,4&11,6&-2,-0.1&-0.4,4&1&-5,-2&10,3&-4
CCOC(=O)c1c(C)[nH]c(C(=O)NCCc2ccc(OC)c(OC)c2)c1C,-8,nt,6,2,0.2,-3,0,0
O=C1c2ccccc2NC2CCCCC12 (configuration not stated),0,nt,-3,-2,nt,0,-2,19
Cc1cccc(S(=O)(=O)N2C[C@@H]3[C@H](c4ccccc42)[C@H](CO)N3C(=O)c2ccccc2)c1,-6,1.3,-2,0,-0.1,-2,-3,4
CN(C)C(=O)c1ccc(-c2ccc([C@@H]3[C@@H](C#N)N(C(=O)Nc4ccccc4F)[C@H]3CO)cc2)cc1,-13,-0.5,-5,-2,0.2,3,-13,5
CCOc1cc(/C=C2/C(=N)N3C=CSC3=NC2=O)ccc1OCCCOc1ccccc1C,-37,nt,0,-1,nt,30,4,2
Cc1c(Nc2nc3ccccc3nc2NS(=O)(=O)c2ccccc2)c(=O)n(-c2ccccc2)n1C,-10,nt,-3,-1,nt,-2,-6,3
COc1cccc(CN2CCC3(CC2)CN(S(C)(=O)=O)[C@H](CO)c2[nH]c4cc(OC)ccc4c23)c1,9,-0.6,-3,3,0.8,nt,nt,-1
COC(=O)c1cc2occc2n1Cc1nc(-c2ccccc2Cl)oc1C,-47,-0.2,-2,nt,0.1,6,-2,-4
COc1ccc(CCNC(=O)[C@H](C)NC(=O)N2CCn3c2nc2ccccc23)cc1OC,1,nt,9,-2,0.2,3,-8,3
C[C@H](CO)N1C[C@H](C)[C@H](CN(C)C(=O)Nc2ccc(F)cc2)Oc2ncc(-c3cccc(F)c3)cc2C1=O,3,-0.2,-2,2,-0.8,5,6,6
CCN(CC)CCNC(=O)C(=O)Nc1cc2c3c(c1)CC(=O)N3CCC2,55*,0.3,1,-1,0.1,6,-5,6
C=CCN(c1ccccc1)S(=O)(=O)c1cccc(C(=O)Nc2ccc(N3CCOCC3)cc2)c1,-6,nt,0,2,0.1,-5,-6,2
CC(=O)c1c(C)nc(-c2cccc([N+](=O)[O-])c2)n1O,-11,-0.3,0,7,0.4,nt,nt,13
CCn1c(=O)c2ccccc2n(Cc2ccccc2C)c1=O,-2,nt,2,1,0.0,0,-1,-1
COc1ccc(S(=O)(=O)Nc2ccc3c(c2)C(=O)N([C@H](C)CO)C[C@@H](C)[C@@H](CN(C)C(=O)Nc2cccc4ccccc24)O3)cc1,-2,75*,-3,0,-0.1,-1,3,6
O=C(COC(=O)c1cccnc1Cl)c1ccc(OC(F)F)cc1,-10,5.4,2,-1,-0.1,-5,-13,2
COC(=O)C(CC(C)C)N(Cc1cc(OC)cc(OC)c1)S(=O)(=O)c1ccccc1Br (configuration not stated),-3,1.5,-2,-7,0.0,2,4,8
COc1ccc(C(=O)COC(=O)CCCN=C2NS(=O)(=O)c3ccccc32)c(OC)c1,-15,-2.1,-8,1,0.0,nt,nt,2
Cc1ccc(S(=O)(=O)Nc2cccc3c2O[C@@H](CN(C)CC2CCCCC2)[C@H](C)CN([C@@H](C)CO)C3=O)cc1,3,-0.3,1,0,0.2,-2,9,7
CS(=O)(=O)N1CCc2cc(C(=O)NC3CC3)ccc21,-12,27*,-1,-1,0.1,nt,nt,-10
Cc1ccc(C(=O)N/N=C\c2ccccn2)cn1,-17,nt,nt,1,0.0,24,nt,0
COc1ccc(-c2cc(C(=O)NCCCn3ccnc3)c3ccccc3n2)c(OC)c1,-7,0.3,3,2,0.1,2,-3,-1
CC(C)c1onc(C(=O)NCc2ccc(Cl)cc2)c1[N+](=O)[O-],-1,nt,18,-3,0.0,nt,nt,11
N#Cc1c(-c2cccc(Br)c2)cc(-c2ccco2)[nH]c1=O,-300,-0.8,0,-5,0.0,-10,nt,-3
COc1ccc(OC)c(NC(=S)N2CCc3ccccc3C2)c1,-16,nt,-2,7,0.2,nt,nt,-18
COc1cccc(C(=O)Nc2cc3c4c(c2)CC(=O)N4CCC3)c1,-4,nt,0,0,0.1,nt,-7,6
NS(=O)(=O)c1ccc(NC(=O)CN2CCCN(S(=O)(=O)c3ccc(F)cc3)CC2)cc1,1,nt,0,-3,0.0,nt,nt,-1

More structures.
SMILES,RAD52 inh,E-sel inducer,ERp5 inh,ERAP1 HTS inh,XiGFP reactiv,esBAF inh,RAD54 branch,S100A4 MyoIIA
O=C(CSCc1ccc(Cl)cc1Cl)Nc1ccccc1C(=O)Nc1ccc(C(=O)O)cc1,-4,nt,-7,8,0.0,-3,nt,-10
O=C(C1CCC(=O)N(C2CC2)C1)N1CCN(c2ccc(Cl)cc2)CC1 (configuration not stated),-9,nt,0,-2,0.4,-8,-9,-2
C[C@@H]1CCCCO[C@@H](CN(C)S(=O)(=O)c2ccc(F)cc2)[C@H](C)CN([C@@H](C)CO)C(=O)c2cc(NC(=O)C3CCCCC3)ccc2O1,-16,0.0,-2,-3,0.1,3,4,0
O=C(NCCCN1CCN(c2ccc(F)cc2)CC1)Nc1ccc([N+](=O)[O-])cc1,-5,16,1,nt,0.0,3,12,-1
COc1ccc(N2C(=O)C3CCCN3C2c2ccc(Cl)cc2)cc1 (configuration not stated),-16,0.6,-4,nt,0.2,7,-10,-6
CCOc1cccc(/C=N/NC(=O)c2ccc3c(c2)OCCO3)c1O,4,nt,5,-3,0.3,-40,3,14
C=CCOC(=O)[C@H]1[C@@H]2C(=O)O[C@@H](c3ccccc3)[C@@H](c3ccccc3)N2[C@@H](c2ccc(OCCOC(=O)[C@H]3C[C@H]4C(=O)NCC(=O)N4[C@H]3c3ccc(O)cc3)cc2)[C@]12C(=O)Nc1ccccc12,8,nt,-3,-3,nt,nt,9,-38
CO[C@@H]1CC[C@@H]2CCN(C)C(=O)[C@@H](C)CN(C)C(=O)c3cccc(C#N)c3OC[C@@H]1O2,3,-0.2,-1,0,0.3,-9,0,-3
Cc1ccc(SC(=O)c2c(C)noc2-c2cc(C)on2)cc1,-16,1.7,2,nt,0.2,nt,4,-9
COc1ccc2c(c1)CCc1cn[nH]c1-2,-4,-0.2,-4,-1,0.1,6,-1,2
CC(C)NC(=O)N(C)C[C@H]1Oc2ccc(NC(=O)CCC(F)(F)F)cc2CC(=O)N([C@@H](C)CO)C[C@@H]1C,-11,50*,0,0,-0.2,-4,-2,2
CCCCNS(=O)(=O)c1ccc2nc(-c3cccnc3)cc(C(=O)NCCCOC)c2c1,1,-1.1,6,-3,-0.1,nt,nt,3

Source: PubChem
